# PREPL inhibitor – human PREPL enzyme inhibition | Q4J6C6 | recombinant PREPL, fluorescence polarization activity-based probe | inhibition, % at 5.96 µM | 320,000 tested, 0.68% active | AID 2751; in the data active = inhibition above about 43%;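 also: 0% = enzyme with DMSO and 100% = wells lacking enzyme; many of its hits are not listed in these tables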
# LYPLA1 inh – LYPLA1 (human) inhibition in PME1 counter-screen | O75608 | recombinant LYPLA1, FP-Rh probe fluorescence polarization | inhibition, % at 5.9 µM | 320,000 tested, 0.16% active;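 active = inhibition above the mean of all tested compounds plus 3 SD, set per campaign, cut at about 14% in these data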;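 also: inhibitors block serine hydrolase probe labeling of LYPLA1 so polarization falls; 0% = enzyme with DMSO and 100% = wells lacking LYPLA1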
# pPAFAH inh – inhibitors of human plasma PAF acetylhydrolase (pPAFAH). inhibition, % at 3.39 µM. recombinant pPAFAH, FP-rhodamine probe fluorescence polarization. AID 463082. Q13093. 330,000 tested, 1.5% active;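 active = inhibition above the mean inhibition across the screen plus 3 SD, cut at about 25% in these data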;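 also: inhibitors block binding of the rhodamine activity-based probe so polarization drops; 0% = enzyme with DMSO and 100% = wells lacking pPAFAH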
# Target sequence (Q13093 whole entry, looked up): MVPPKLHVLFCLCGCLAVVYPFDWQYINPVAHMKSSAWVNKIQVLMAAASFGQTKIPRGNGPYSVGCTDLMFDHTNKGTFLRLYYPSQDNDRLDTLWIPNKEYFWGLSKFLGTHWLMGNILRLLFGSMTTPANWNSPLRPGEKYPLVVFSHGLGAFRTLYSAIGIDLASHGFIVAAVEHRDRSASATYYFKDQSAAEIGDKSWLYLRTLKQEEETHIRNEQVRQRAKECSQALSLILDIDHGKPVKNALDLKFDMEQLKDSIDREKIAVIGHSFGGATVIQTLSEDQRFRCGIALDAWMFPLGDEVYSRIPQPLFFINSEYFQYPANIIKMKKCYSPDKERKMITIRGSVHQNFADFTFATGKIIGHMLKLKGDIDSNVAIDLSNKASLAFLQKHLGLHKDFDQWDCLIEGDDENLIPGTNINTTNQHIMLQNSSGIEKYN
# EBNA-1 inhibitor – blocks EBNA-1 binding to DNA. EBNA-1 DNA binding, fluorescence polarization. inhibition, % at 14.8 µM. 300,000 tested, 0.34% active. AID 1950; in the data active = inhibition above about 28%
# LYPLA2 inh – LYPLA2 (human) inhibition in PME1 counter-screen | recombinant LYPLA2, FP-Rh probe fluorescence polarization | AID 2177 | inhibition, % at 5.9 µM | 320,000 tested, 0.38% active;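 active = inhibition above the screen-wide mean plus 3 SD, limit set per campaign, cut at about 26% in these data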;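 also: 0% = LYPLA2 with DMSO and 100% = wells lacking LYPLA2 enzyme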
# Target sequence (O95372 whole entry, looked up): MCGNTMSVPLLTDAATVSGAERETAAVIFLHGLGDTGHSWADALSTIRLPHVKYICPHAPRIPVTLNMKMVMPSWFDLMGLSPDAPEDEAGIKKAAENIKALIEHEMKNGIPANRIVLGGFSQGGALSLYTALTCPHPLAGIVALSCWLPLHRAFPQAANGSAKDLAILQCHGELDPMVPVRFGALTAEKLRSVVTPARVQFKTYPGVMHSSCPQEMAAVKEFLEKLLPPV
# ZTA counter – ZTA (EBV) inhibition in EBNA-1 counter-screen; P03206; inhibition, % at 11 µM; ZTA-DNA binding, fluorescence polarization; 320,000 tested, 0.15% active; in the data active = inhibition above about 33%
# PAFAH1B2 FP inh – PAFAH1B2 (human) inhibition. recombinant PAFAH1B2, FP-rhodamine activity probe, fluorescence polarization. inhibition, % at 3.39 µM. 340,000 tested, 1.2% active. P68402;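 active = inhibition above the mean of all tested compounds plus 3 SD, cut at about 24% in these data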;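 also: 0% = enzyme with DMSO and 100% = wells lacking PAFAH1B2; many of its hits are not listed in these tables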
# Target sequence (P68402 whole entry, looked up): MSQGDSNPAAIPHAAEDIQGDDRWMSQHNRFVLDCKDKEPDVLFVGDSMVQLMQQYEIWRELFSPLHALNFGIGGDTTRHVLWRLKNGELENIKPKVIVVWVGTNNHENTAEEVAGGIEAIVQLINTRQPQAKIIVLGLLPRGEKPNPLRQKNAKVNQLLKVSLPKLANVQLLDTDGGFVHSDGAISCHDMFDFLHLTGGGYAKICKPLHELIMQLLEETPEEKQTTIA
# PAFAH2 inh – inhibitors of human PAFAH2; Q99487; 340,000 tested, 0.99% active; recombinant PAFAH2, FP-rhodamine activity probe, fluorescence polarization; inhibition, % at 3.39 µM;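 active = inhibition above the mean over all tested compounds plus 3 SD, cut at about 30% in these data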;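 also: inhibitors block probe labeling of enzyme so polarization drops; 0% = enzyme with DMSO and 100% = wells lacking PAFAH2 protein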
# PAFAH1B3 FP inh – PAFAH1B3 (human) inhibition; recombinant PAFAH1B3, FP-rhodamine probe, fluorescence polarization; inhibition, % at 3.39 µM; 340,000 tested, 0.28% active; AID 492972;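 active = inhibition above the screen-wide average of all tested compounds plus 3 SD, cut at about 25% in these data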;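 also: 0% = enzyme with DMSO only and 100% = wells lacking PAFAH1B3 protein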
# Numbers without * were called inactive; x = not tested or not shown.
SMILES,PREPL inhibitor,LYPLA1 inh,pPAFAH inh,EBNA-1 inhibitor,LYPLA2 inh,ZTA counter,PAFAH1B2 FP inh,PAFAH2 inh,PAFAH1B3 FP inh
O=C(CC1(O)C(=O)N(Cc2ccccc2)c2ccccc21)c1ccc2c(c1)OCO2 (centres undefined),-5,0,3,7,-1,12,6,-1,6
COc1cccc(/C=C2\SC(=S)N(CCCC(=O)NC3=NCCS3)C2=O)c1,1,-1,-3,16,0,-7,2,4,-3
CCc1cc2c(=O)[nH]cnc2s1,11,-1,2,-5,-5,-29,-2,-2,5
Cc1ccc(CNC(=O)C2CC=CCC2C(=O)O)cc1 (centres undefined),-2,-2,-2,-1,2,7,4,5,5
CC(C)(CSc1ccccn1)NS(=O)(=O)c1ccc(Cl)cc1,-3,-5,4,-1,-6,-5,3,4,1
COc1ccc(CN(CC(=O)NCc2ccc3c(c2)OCO3)C(=O)c2csnn2)cc1,10,-5,4,-2,5,1,4,-8,7
Cc1cccc([C@@H]2[C@@H]3C(=O)N(Cc4ccccc4)C(=O)[C@@H]3[C@]3(Cc4ccc(Cl)cc4)C(=O)N(c4ccccc4)C(=O)N23)c1,8,-1,-1,16,4,-5,1,-13,5
c1ccc(-n2nnnc2NC2CCCCC2)cc1,8,-3,-3,2,0,-2,1,3,3
O=C(NCc1ccccc1)c1nc[nH]c1C(=O)NCc1ccccc1,10,-3,10,10,7,16,-2,-4,-2
CCC1Sc2ccc(S(=O)(=O)Nc3ccc(OC)cc3)cc2NC1=O (centres undefined),6,-1,19,-12,-13,-12,16,-2,6
CCN(CC(=O)NCc1cccs1)C(=O)c1cccc(S(=O)(=O)Nc2cccc(C)c2)c1,13,1,31*,x,2,-12,3,7,9
CCOC(=O)CN(C)Cc1c[nH]c2ccccc12,21,-5,0,-1,6,-7,x,x,x
N#C/C(=C\c1ccc(-c2cccc([N+](=O)[O-])c2)o1)C(=O)NCCN1CCOCC1,5,3,11,3,-2,-24,6,0,11
O=c1oc(-c2cccc(Cl)c2)nc2c1cnn2-c1ccccc1,5,0,20,-2,0,3,-3,70*,6
Fc1ccccc1N1CCN(C2CCCN(Cc3cccc(C(F)(F)F)c3)C2)CC1 (centres undefined),-38,-2,3,3,1,4,0,-2,-1
COc1ccccc1NC(=O)Cn1nnc2sc3c(c2c1=O)CC(C)(C)OC3,14,2,-3,-8,22,-8,x,x,x
COCCNC(=O)Cn1c(=O)n(Cc2ccco2)c(=O)c2ccccc21,-9,-2,-12,2,3,14,-4,-1,1
O/N=C/c1ccccc1Oc1ccc(Cl)cc1,-3,0,0,-8,9,1,5,-8,5
COc1ccc(Nc2nc(-c3cccc([N+](=O)[O-])c3)nc3ccccc23)cc1,28,5,14,4,37*,-11,-8,-6,9
COC(=O)CSc1nc2cc3c(cc2cc1C)OCCO3,-1,-3,0,-21,-3,-8,2,-3,10

# At a glance, some entries already given.
SMILES,PREPL inhibitor,LYPLA1 inh,pPAFAH inh,EBNA-1 inhibitor,LYPLA2 inh,ZTA counter,PAFAH1B2 FP inh,PAFAH2 inh,PAFAH1B3 FP inh
O=C(CC1(O)C(=O)N(Cc2ccccc2)c2ccccc21)c1ccc2c(c1)OCO2 (centres undefined),-5,0,3,7,-1,12,6,-1,6
COc1cccc(/C=C2\SC(=S)N(CCCC(=O)NC3=NCCS3)C2=O)c1,1,-1,-3,16,0,-7,2,4,-3
CCc1cc2c(=O)[nH]cnc2s1,11,-1,2,-5,-5,-29,-2,-2,5
Cc1ccc(CNC(=O)C2CC=CCC2C(=O)O)cc1 (centres undefined),-2,-2,-2,-1,2,7,4,5,5

# Whole records from above. Order of screens: PREPL inhibitor	LYPLA1 inh	pPAFAH inh	EBNA-1 inhibitor	LYPLA2 inh	ZTA counter	PAFAH1B2 FP inh	PAFAH2 inh	PAFAH1B3 FP inh
# COc1cccc(/C=C2\SC(=S)N(CCCC(=O)NC3=NCCS3)C2=O)c1 is entered as 1	-1	-3	16	0	-7	2	4	-3
# O=C(NCc1ccccc1)c1nc[nH]c1C(=O)NCc1ccccc1 is entered as 10	-3	10	10	7	16	-2	-4	-2

# Next part
SMILES,PREPL inhibitor,LYPLA1 inh,pPAFAH inh,EBNA-1 inhibitor,LYPLA2 inh,ZTA counter,PAFAH1B2 FP inh,PAFAH2 inh,PAFAH1B3 FP inh
CC1=C(C(=O)OC2CCCCC2)C(c2ccc(N(C)C)cc2)NC(=O)N1 (centres undefined),-11,-1,6,-5,2,-3,-3,-12,7
O=C(ONC1=NCCCCC1)c1c(F)cccc1F,3,-2,-3,-8,-2,1,10,7,6
O=C(NCc1nc2ccccc2[nH]1)c1ccc(S(=O)(=O)N2CCOCC2)cc1,6,3,5,3,4,11,4,5,-1
COc1ccc(C)cc1NC(=O)CNC(=O)c1sc2ccccc2c1Cl,-2,-7,-2,-9,-5,0,3,-11,-5
CCN1CCCC1CNC(=O)c1ccc2c(c1)NC(=O)/C(=C\c1ccc(OC)c(OC)c1)S2 (centres undefined),56*,10,1,-13,-5,-7,-1,-1,3
O=C(Nc1cccc(-c2cn3c(n2)SCC3)c1)c1ccc(Br)o1,10,-2,-6,-2,-8,11,2,10,8
CC1(C)CC(=O)C(C2=NC3(CCCCCC3)Cc3ccccc32)=C(O)C1,14,-2,4,-6,-5,-11,8,11,2
CCCCCc1cc(=O)oc2c(C(CCN3CCN(c4ccccc4)CC3)c3ccc4c(c3)OCO4)c(OC)cc(OC)c12 (centres undefined),14,2,-4,-15,-2,-2,-2,7,1
Cc1cc(/C=C(/C#N)c2nc3ccccc3[nH]2)c(C)n1-c1ccccc1C(=O)O,-2,1,22,-6,4,-6,8,2,11
COc1ccc(C(C)=O)cc1CS(=O)(=O)CC(=O)NCCc1c[nH]c2ccccc12,4,-3,5,x,-7,11,0,-4,3
COc1ccc(C(=O)Nc2ccc3c(c2)OCCO3)cc1,9,-5,-5,-7,-7,3,2,-2,1
N#C/C(=N\Nc1cccc(C(F)(F)F)c1)C(=O)c1csc(-c2cccnc2)n1,13,7,45*,50*,11,-5,6,16,10
Cc1nn(Cc2ccccc2)c(C)c1C(=O)OCC(=O)c1cc(C)n(CC(F)(F)F)c1C,-7,-2,4,2,6,-6,0,3,2
COC(=O)c1ccc(CNC(=O)COC(=O)/C=C/c2ccc(OC)c(OC)c2)cc1,5,x,3,x,x,x,0,9,3
COCCCn1cc(C(=O)c2cc(OC)ccc2OCC(=O)Nc2cc(C)on2)cc(C#N)c1=O,9,-1,-6,-4,-2,-13,-1,-4,5
c1ccc(-n2cnnc2SCc2cn3ccsc3n2)cc1,2,0,5,-14,5,2,1,12,4
Cc1ccc(N(CC(=O)NCC2CCCO2)C(=O)CCC(=O)Nc2nccs2)cc1C (centres undefined),5,-1,0,-7,-1,-2,3,-3,6
Cc1ccccc1CSc1nc2c(c(=O)[nH]1)CCC2,8,0,18,-1,2,-4,3,-2,6
Cc1ccc(S(=O)(=O)NCC(=O)N2CCN(c3ccccn3)CC2)cc1,-2,3,5,-2,0,-17,-1,0,-2
CCN(CC)c1ccc(C(=O)Nc2cccc(F)c2)cc1,16,-2,15,0,3,-17,3,38*,1
Cc1ccc2c(C)nc(SC(C(=O)c3ccccc3)c3ccccc3)nc2c1 (centres undefined),11,0,2,-1,-1,-9,-4,-11,2
Cc1ccc(-c2csc(NC(=O)c3ccc(C)o3)n2)cc1,-3,-11,4,9,-9,14,-1,-8,8
CSc1nc2c(c(=O)n1-c1ccc(F)cc1)SCC2,-5,1,-1,15,4,-8,3,5,4
CCC(CC)C(=O)Nc1ccccc1NC(C)=O,1,-2,3,7,-10,17,1,6,3
O=C(N/N=C1\CCCc2ccccc21)c1ccc([N+](=O)[O-])cc1,16,-3,0,-8,7,1,7,0,6
OC(Cn1cncn1)c1ccc(Cl)cc1 (centres undefined),-6,1,-1,2,3,6,6,-5,6
Cc1ccc(Nc2nc(NCCO)nc3c2cnn3C)cc1Cl,39,8,8,-7,-1,4,-1,2,7
COc1cc2ccccc2cc1C(=O)Nc1ccc(NC(=O)c2cccs2)cc1,2,-15,-3,6,-31,-2,-10,-30,-32
Cc1ccc(S(=O)(=O)N2CCOCC2)cc1NC(=O)COC(=O)COc1cccc2c1OC(C)(C)C2,-9,2,3,3,0,-4,3,5,1
CCCCc1nc2ccccc2c(NC(=O)CN2CCCC2)c1CCC,10,6,4,-12,7,-5,1,1,3
O=C(N1CCOCC1)C1(S(=O)(=O)c2ccccc2)CC=CC1,0,-1,-2,4,1,3,0,-1,2
N/C(=N\OC(=O)COc1ccc(Cl)cc1)c1cccnc1,7,-3,3,16,2,-7,19,0,4
Cn1c(Cc2ccccc2)[n+](C)c2ccccc21,0,2,4,-5,-3,2,2,-4,11

# Entries above that bear a hit mark in PREPL inhibitor.
smiles,PREPL inhibitor,pPAFAH inh,EBNA-1 inhibitor,PAFAH1B2 FP inh,PAFAH2 inh,PAFAH1B3 FP inh
CCN1CCCC1CNC(=O)c1ccc2c(c1)NC(=O)/C(=C\c1ccc(OC)c(OC)c1)S2 (centres undefined),56*,1,-13,-1,-1,3

# Five entries out of the list above, arranged by the value under EBNA-1 inhibitor, ascending.
SMILES	EBNA-1 inhibitor
COc1ccc(C(=O)Nc2ccc3c(c2)OCCO3)cc1	-7
CC(C)(CSc1ccccn1)NS(=O)(=O)c1ccc(Cl)cc1	-1
Cc1ccc(-c2csc(NC(=O)c3ccc(C)o3)n2)cc1	9
Cc1cccc([C@@H]2[C@@H]3C(=O)N(Cc4ccccc4)C(=O)[C@@H]3[C@]3(Cc4ccc(Cl)cc4)C(=O)N(c4ccccc4)C(=O)N23)c1	16
N#C/C(=N\Nc1cccc(C(F)(F)F)c1)C(=O)c1csc(-c2cccnc2)n1	50*

# Source: PubChem

# The list is partial; count on the stated rates, not on these rows.
